Growth percent in the NCI-60 one-dose screen (48 h, 10 µM unless noted): 100 = growth as untreated, 0 = no growth, -100 = all killed.
SF-295: SF-295 CNS cancer cells. hit rate 5.6% among 79,000
SF-539: SF-539 CNS cancer | AID 1794752 | hit rate 6.8% among 81,000
PC-3: PC-3 prostate cancer cells; hit rate 3.9% among 80,000; AID 1794754
OVCAR-8: OVCAR-8 ovarian cancer; hit rate 4.4% among 81,000; AID 1794782
DU-145: DU-145 prostate cancer; hit rate 4.2% among 81,000
U251: U251 CNS tumor cells; hit rate 5.4% among 80,000
SNB-19: SNB-19 CNS cancer cells; hit rate 2.5% among 81,000; AID 1794751
SF-268: SF-268 CNS cancer cells | AID 1794759 | hit rate 3.1% among 82,000
* hit, by the source's call; x = not tested or not shown; & = joins results of further samples. The calls were made as follows: active = growth percent below 10; inactive = the rest.

#	SMILES	SF-295	SF-539	PC-3	OVCAR-8
1	Cc1cc(C)c(Nc2n[nH]c(=S)s2)cc1C	80&103	102&106	106&95	103&93
2	CCOC(=O)c1cnn(C)c1N	97	107	96	116
3	CCCCCNc1ccc(C)cc1	107	100	94	102
4	Cc1cccc(/C=N/N=C2\C(=O)Nc3ccc(Br)cc32)c1	108	95	82	95
5	N#C/C(=C\c1ccncc1)c1ccccc1	107	93	113	91
6	COc1cccc(-c2nn(-c3ccccc3)cc2-c2ccnc(NCCNC(=O)Nc3ccccc3)c2)c1	54	84	31	38
7	Cn1cncc1CC1COC(=O)C1C(O)c1ccccc1 (stereo unspecified)	102	93	99	96
8	Nc1nc2nc[nH]c2c(=O)[nH]1	116	101	100	120
9	CC1(C)OC(=O)CC1CCCC(=O)O (stereo unspecified)	107	109	111	104
10	COC(=O)c1c(C(=O)OC)c2c3ccccc3c3ccccc3n2c1C(C)=O	92	95	70	104

#	DU-145	U251	SNB-19	SF-268
1	105&121	98&99	106&102	100&109
2	105	101	108	98
3	109	93	108	101
4	103	87	89	92
5	96	94	x	99
6	66	37	66	61
7	116	93	94	115
8	110	107	98	95
9	111	104	106	111
10	110	103	103	113

Further compounds.
#	SMILES	SF-295	SF-539	PC-3	OVCAR-8
11	COc1ccc(-c2nc3sc(C)nn3c2-c2nc3ccc(C)cc3[nH]2)cc1	x	92	84	98
12	CC(C)(C)NCc1cc(C(C)(C)C)ccc1O	118	126	93	105
13	Cn1c(=O)[nH]c2nc(SCC(=O)Nc3ccc(C(=O)/C=C/c4ccc(Br)cc4)cc3)[nH]c2c1=O	102	88	107	106
14	O=C(N/N=C/c1ccccc1[N+](=O)[O-])c1cc(-c2nc3ccccc3[nH]2)nc2ccccc12	86	94	71	84
15	CS(=O)(=O)OCC1CCCO1 (stereo unspecified)	100	101	97	99
16	C/C(Cc1ccccc1)=N/NS(=O)(=O)c1ccc([N+](=O)[O-])cc1	94	100	98	105
17	CSC(=O)NCCOC(=O)SC	91	106	90	92
18	Nc1nc2c(N=Nc3ccc(Cl)cc3)c(N)nn2c(-c2ccc(Cl)cc2)c1-c1nc2ccccc2s1	98	100	92	106
19	COc1ccc2cc(-c3ccnc4c(N=Nc5ccccc5)c(N)nn34)ccc2c1	101	102	92	91
20	Cc1ccc2c(/C=C/C(=O)c3cc(CN4CCOCC4)c(O)c4nc(C)ccc34)cc(CN3CCOCC3)c(O)c2n1	23	-29*	20	11

#	DU-145	U251	SNB-19	SF-268
11	106	102	100	109
12	133	108	99	112
13	102	91	103	100
14	80	90	83	84
15	109	101	104	104
16	122	113	110	105
17	105	102	86	92
18	110	119	105	106
19	97	95	102	102
20	-56*	-24*	36	13

The list goes on:
#	SMILES	SF-295	SF-539	PC-3	OVCAR-8
21	O=C(CC1(O)C(=O)Nc2ccc(Br)cc21)c1ccc(Cl)cc1 (stereo unspecified)	106	108	82	97
22	O=S1(=O)N=C(Cl)c2ccccc21	98	104	98	112
23	Fc1ccc(Nc2nc(Nc3cnc4ccccc4c3)c3[nH]cnc3n2)cc1Cl	89	90	43	86
24	Nc1[nH]c(=O)sc1N=Nc1cccc2c1C(=O)c1ccccc1C2=O	103	100	81	100
25	Nc1cc(Cl)ccc1Oc1ccc(Cl)cc1	104	x	86	97
26	COc1cccc(Cn2c(C)c3c(=O)n(-c4ccc(Cl)cc4)[nH]c3cc2=O)c1	94	99	99	106
27	CC(C)CCc1ccc(O)cc1	102	109	81	104
28	CCCCCC(=O)OCc1ccccc1	100	99	104	102
29	O=C(OCc1ccccc1)ON1C(=O)C2C3C=CC(C3)C2C1=O (stereo unspecified)	120	106	72	105
30	Nc1nc(N)nc(-c2cccc([N+](=O)[O-])c2)n1	113	97	99	105

#	DU-145	U251	SNB-19	SF-268
21	107	95	107	97
22	102	103	96	96
23	87	90	98	94
24	108	98	98	98
25	102	58	87	80
26	94	105	104	90
27	104	106	92	98
28	103	103	105	97
29	127	108	106	108
30	105	104	98	98

Next part:
#	SMILES	SF-295	SF-539	PC-3	OVCAR-8
31	N/C(=N\c1nc2ccccc2s1)NC(=O)Nc1ccccc1Cl	9.1*	-14*	28	16
32	O=C(O)c1ccc(Br)nc1	97	98	97	98
33	Clc1cccc(Nc2ncnc3ccc(-c4cnc5[nH]ccc5c4)cc23)c1	87	84	70	68
34	C(=C\[n+]1ccc2ccccc2c1)/c1ccccc1	95	101	85	97
35	Nc1nc(-c2nnc(NCc3ccccc3)s2)cs1	103	102	101	100
36	COc1ccc(C2CC(=O)Nc3c2ncn3-c2ccc(Cl)cc2)cc1 (stereo unspecified)	95	101	73	105
37	O=[N+]([O-])c1cccc(-c2nc(N3CCOCC3)c3c4c(sc3n2)CCCC4)c1	99	98	99	105
38	COc1ccc(C2=NN(C(C)=O)C(c3sc(N4CCOCC4)nc3Cl)C2)cc1 (stereo unspecified)	100	105	93	99
39	CCN1C(=O)N(c2ccccc2)C2NC(=S)N(/N=C/C=C/c3ccccc3)C21 (stereo unspecified)	2.9*	-27*	14	5.3*
40	COc1ccc(C=C(C(=O)c2ccccc2)C(=O)c2ccccc2)cc1	45	110	80	82

#	DU-145	U251	SNB-19	SF-268
31	22	19	37	61
32	100	94	95	95
33	54	73	82	66
34	111	90	96	98
35	95	96	106	105
36	102	102	92	94
37	117	104	105	101
38	105	103	102	104
39	8.8*	14	23	32
40	109	x	x	91

The list goes on:
#	SMILES	SF-295	SF-539	PC-3	OVCAR-8
41	COc1cc(/C=C/C(=O)C2=C(/C=C/c3ccc(O)c(OC)c3)NC(=O)NC2c2ccc(Cl)cc2)ccc1O (stereo unspecified)	98	82	76	98
42	CCOc1ccccc1/C=C/C(=O)CCC(=O)O	100	101	104	103
43	COc1cc2c3c(c1OC)-c1cc4c(cc1CC3OCC2)OCO4 (stereo unspecified)	80	99	84	106
44	CC(=O)N1N=C(c2ccc(C)cc2)CC1c1cn(Cc2ccc(Cl)cc2)c2ccccc12 (stereo unspecified)	98	87	55	82
45	O=C(O)c1ccccc1C(=O)c1ccc(O)cc1O	95&97	99	92&102	101&100
46	Clc1ccc(/C=N/Nc2nc3ccccc3s2)c(Cl)c1	97	100	80	79
47	CCCOc1cc2c(cc1CCC)OCO2	96	95	100	111
48	O=C(O)/C(=C\c1cc2c(cc1[N+](=O)[O-])OCO2)c1cc2c(cc1Br)OCO2	102	109	112	101
49	CCCCCCCCCN1C(=O)/C(=c2\sc3n(c2=O)C2C(NN=3)N(CC)C(=O)N2CC)c2ccccc21 (stereo unspecified)	61	8.0*	34	37
50	Oc1ccc2ccccc2c1-c1c(O)ccc2ccccc12	104	89	79	96

#	DU-145	U251	SNB-19	SF-268
41	125	95	89	93
42	103	100	101	95
43	120	100	96	96
44	85	82	84	72
45	106&105	94&98	112&97	96&102
46	98	76	103	85
47	103	107	104	90
48	109	99	97	109
49	70	25	40	51
50	104	86	104	85

Some of the entries so far, with bars between the fields:
no. | Molecule | SF-295 | SF-539 | PC-3 | OVCAR-8 | DU-145 | U251 | SNB-19 | SF-268
42 | CCOc1ccccc1/C=C/C(=O)CCC(=O)O | 100 | 101 | 104 | 103 | 103 | 100 | 101 | 95
49 | CCCCCCCCCN1C(=O)/C(=c2\sc3n(c2=O)C2C(NN=3)N(CC)C(=O)N2CC)c2ccccc21 (stereo unspecified) | 61 | 8.0* | 34 | 37 | 70 | 25 | 40 | 51
43 | COc1cc2c3c(c1OC)-c1cc4c(cc1CC3OCC2)OCO4 (stereo unspecified) | 80 | 99 | 84 | 106 | 120 | 100 | 96 | 96
47 | CCCOc1cc2c(cc1CCC)OCO2 | 96 | 95 | 100 | 111 | 103 | 107 | 104 | 90
41 | COc1cc(/C=C/C(=O)C2=C(/C=C/c3ccc(O)c(OC)c3)NC(=O)NC2c2ccc(Cl)cc2)ccc1O (stereo unspecified) | 98 | 82 | 76 | 98 | 125 | 95 | 89 | 93

The list goes on.
#	SMILES	SF-295	SF-539	PC-3	OVCAR-8
51	Nc1cc(Nc2ccc(S(N)(=O)=O)cc2)ncn1	110	119	92	102
52	S=C(S)OCCOC(=S)S	117	119	114	107
53	COc1ccc2c(c1)c(-c1nc(N)nnc1-c1cncc(Br)c1)cn2C	108	83	93	104
54	Nc1nc(=O)n([C@H]2CC=C(CO)O2)cc1F	102	107	92	100
55	Cc1noc(C)c1C(=O)Nc1n[nH]c(C)c1-c1ccccc1	113	x	86	106
56	CC1=C(C(=O)OC(C)(C)C)C(c2cccc(C#N)c2)C(C(=O)OC(C)(C)C)=C(C)N1	73	90	51	91
57	O=C(CCNCc1ccccc1)c1ccccc1	90	98	106	112
58	CC(Nc1c(C#N)cnc2ccc(-c3cncc(O)c3)cc12)c1ccccc1 (stereo unspecified)	-13*	0.7*	9.4*	13
59	Cn1c(=O)c(C#N)c(-c2ccccc2)n2c(SCC3CO3)nnc12 (stereo unspecified)	105	80	77	36
60	O=c1[nH]cc(I)cc1I	105	100	x	106

#	DU-145	U251	SNB-19	SF-268
51	125	112	100	104
52	111	103	107	108
53	108	91	80	101
54	107	95	96	99
55	107	98	93	124
56	103	91	97	88
57	105	101	114	108
58	3.9*	6.7*	-6.7*	2.5*
59	96	79	108	70
60	112	108	97	88

(continued)
#	SMILES	SF-295	SF-539	PC-3	OVCAR-8
61	Nc1nc(-c2ccccc2)ns1	105&103	100&104	85&97	103&95
62	COc1ccc(C(=O)Nc2ccc3nc(N4CCCCC4)cc(C)c3c2)cc1OC	49	82	45	94
63	CC(=O)CC(c1ccccc1)c1c(-c2ccccc2)n(C)c2ccccc12 (stereo unspecified)	93	97	102	99
64	Cc1cc2c(C(C)C)c(O)c(O)c(C=NCc3ccoc3)c2c(O)c1-c1c(C)cc2c(C(C)C)c(O)c(O)c(C=NCc3ccco3)c2c1O	22	60	30	30
65	O=C(C(=Cc1ccc(F)cc1)C(=O)c1ccccc1)c1ccccc1	40	112	85	89
66	CCOC(=O)c1c[nH]c2c(Cl)c3nnn(OCC)c3cc2c1=O	120	104	107	105
67	CC(=O)O[C@H]1CC[C@]2(C)C3=C(C(=O)C[C@H]2C1(C)C)[C@]1(C)CC[C@H]([C@H](C)CCC(=O)O)[C@@]1(C)CC3=O	96	96	92	109
68	Nc1c(Cl)cc(S(N)(=O)=O)cc1S(N)(=O)=O	113	98	111	102
69	Cn1cc(-c2noc(C(=O)c3cn(C)c4ncc(Br)cc34)n2)c2ccccc21	101	87	92	101
70	CC1=CSC2=NC(c3ccc(Cl)cc3)=CC(c3ccc(C)cc3Br)N12 (stereo unspecified)	87	102	94	94

#	DU-145	U251	SNB-19	SF-268
61	109&109	101&101	99&94	92&97
62	84	69	109	89
63	104	95	95	94
64	49	26	20	35
65	109	x	89	89
66	117	105	x	114
67	108	101	108	111
68	111	98	99	105
69	100	94	97	95
70	109	93	99	110

The list goes on.
#	SMILES	SF-295	SF-539	PC-3	OVCAR-8
71	COc1cc(C(=O)/C=C/c2c(Cl)nc3ccccn23)cc(OC)c1OC	96	74	94	71
72	O=C(CNc1nnc(-c2cccnc2SCc2ccccc2)s1)Nc1nc(Cl)cc(Cl)n1	103	110	112	118
73	CC(SC(C)C(=O)N/N=C/c1cccc(F)c1)C(=O)N/N=C\c1cccc(F)c1 (stereo unspecified)	107	103	90	100
74	CCS(=O)(=O)Oc1ccc(-c2cn3ccoc3n2)cc1	99	103	104	106
75	c1cc[n+](C2c3ccccc3-c3ccccc32)cc1	102	89	67	93
76	OCC1OC(n2cnc3c(=S)nc[nH]c32)CC1O (stereo unspecified)	104	93	93	101
77	CCN(CC)CCOC(=O)Nc1cc(Cl)cc(Cl)c1	99	94	86	105
78	COc1nccc2cc3c(=O)n4c(cc5ccccc54)c(=O)n3c12	106	104	88	111
79	COC(=O)c1nnn(-c2ccc(Cl)cc2C)c1N	85	91	83	93
80	O=C1c2cc([N+](=O)[O-])ccc2-c2ccc([N+](=O)[O-])cc21	102	103	89	94

#	DU-145	U251	SNB-19	SF-268
71	65	74	98	80
72	100	119	103	91
73	107	108	94	102
74	106	105	102	104
75	110	85	93	94
76	114	102	105	112
77	105	88	87	95
78	111	101	108	101
79	106	82	x	93
80	116	81	97	105

The listing continues.
#	SMILES	SF-295	SF-539	PC-3	OVCAR-8
81	O=C(Nc1ccc(O)cc1)c1ccc(-n2c(=O)[nH]c3ccccc3c2=O)cc1	99	102	108	104
82	CC(=O)[C@H]1[C@H](C)C[C@H]2[C@@H]3CC[C@@H]4C[C@@H](O)CC[C@]4(C)[C@H]3CC[C@@]21C	92	94	77	104
83	C[C@@H]1N=C(c2ccc(Cl)cc2Cl)Nc2nc3ccccn3c2C1=O	15	53	39	68
84	CC(C)(C)C(=O)/C=C/c1ccc(-c2ccccc2)cc1	104	111	62	78
85	Nc1nc(-c2cccc([N+](=O)[O-])c2)c(N=Nc2ccccc2)s1	63	72	51	58
86	O=c1oc2ccc3ccccc3c2cc1-c1ccn[nH]1	94	105	86	89
87	O=C(c1cc(-c2ccc(Cl)cc2)nc2ccccc12)N1N=C(c2ccc(Cl)cc2)CC1c1cc(-c2ccccc2)nn1-c1ccccc1 (stereo unspecified)	68	88	72	76
88	COc1ccc2[nH]c(O)c(N=NC(=O)COc3ccc(NC(=O)Nc4ccccc4)cc3)c2c1	42	-23*	40	9.5*
89	COc1ccc(Oc2ccc(/C=N/NC(=O)CSc3nc4ccccc4c(=O)n3-c3ccccc3)cc2)cc1	99	97	90	98
90	CCCCN(Cc1ccccc1)Cc1ccc(N(CC)CC)cc1	84	108	80	101

#	DU-145	U251	SNB-19	SF-268
81	113	96	101	103
82	112	98	110	101
83	65	41	61	59
84	90	74	88	96
85	69	54	81	66
86	101	99	96	92
87	87	61	81	68
88	73	-4.8*	15	42
89	108	97	101	103
90	109	100	111	102

Following part.
#	SMILES	SF-295	SF-539	PC-3	OVCAR-8
91	O=C1OC(=O)c2cc([N+](=O)[O-])ccc21	100	100	86	103
92	O=C1NC(=O)/C(=C\c2cccc(Br)c2)N1	104	114	90	98
93	O=CN1CCCCC1	98	100	106	117
94	Cn1ncc2c(=O)nc3c(-c4ccccc4)n[nH]n3c21	85	96	x	100
95	CC(I)CNC1=NCC(=O)N1 (stereo unspecified)	95	101	87	78

#	DU-145	U251	SNB-19	SF-268
91	110	104	109	99
92	102	86	97	97
93	114	110	107	105
94	101	110	99	101
95	90	95	104	101
